# RGS12 GoLoco inh – inhibitors of human Gai1-RGS12 GoLoco interaction (red fluorophore); Potency, µM (top dose mostly 61.6 µM), for inactives: at the top dose activity, negative = inhibition, most hits filed as inhibitors; 230,000 tested, 0.44% active; P63096; Gai1:RGS12 GoLoco peptide FP, rhodamine, 10 min; AID 880; active = well fitted inhibition curve with a large enough effect, not every such curve was filed as active; inactive = no such curve, though single readings can be large or run the other way; also: nearly all actives have a fitted effect of over 30% in size; many of its hits are not listed in these tables
# TRb SRC2 PPI – inhibitors of human thyroid hormone receptor beta-SRC2 interaction; P10828; TRbeta-SRC2 peptide binding, fluorescence polarization; receptor liganded with 1 µM T3; Potency, µM (doses to about 106 µM), inactives show top-dose activity change, negative = inhibition, most hits filed as inhibitors; 280,000 tested, 0.065% active;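 also: plate controls were bound peptide for no effect and peptide without receptor for full effect; nearly all actives have a fitted effect of over 50% in size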
# Target sequence (P10828 whole entry, looked up): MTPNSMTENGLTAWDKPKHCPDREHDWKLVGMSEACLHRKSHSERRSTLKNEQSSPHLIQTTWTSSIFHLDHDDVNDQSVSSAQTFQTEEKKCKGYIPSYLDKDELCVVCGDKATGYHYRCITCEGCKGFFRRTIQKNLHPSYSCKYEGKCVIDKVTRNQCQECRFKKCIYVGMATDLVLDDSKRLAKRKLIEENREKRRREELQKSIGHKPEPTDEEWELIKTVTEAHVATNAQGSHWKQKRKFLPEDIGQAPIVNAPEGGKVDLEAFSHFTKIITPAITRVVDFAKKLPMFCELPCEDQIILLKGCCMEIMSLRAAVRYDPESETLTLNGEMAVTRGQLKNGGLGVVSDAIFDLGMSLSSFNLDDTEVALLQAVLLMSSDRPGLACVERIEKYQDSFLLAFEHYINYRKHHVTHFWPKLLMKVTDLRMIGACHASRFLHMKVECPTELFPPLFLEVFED
#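 Assay buffer: 20 mM Tris-HCl, 100 mM NaCl, 10% glycerol, 1 mM EDTA, 0.01% NP-40, 1 mM DTT, 1 uM T3, 5% DMSO; TRb LBD 0.6 uM, Texas Red SRC2 20 nM; FP after 5 hr.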
# L3MBTL1 inh – L3MBTL1 (human) inhibition. Q9Y468. AlphaScreen L3MBTL1–H3K9me1 peptide binding. Potency, µM (series often up to 57.1 µM), for inactives: at the top dose activity, negative = inhibition, hits mostly inhibitors. 230,000 tested, 0.66% active. AID 485360; also: nearly all actives have a fitted effect of over 60% in size
#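 AlphaScreen assay: L3MBTL1 (50 nM final) was preincubated 30 min at room temperature with biotinylated H3(1-15)K9me1 peptide (75 nM final), then 30 min with library compounds; streptavidin donor and nickel chelate acceptor beads (10 ug/mL final) added, 30 min dark.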
# TexasRed fluor – alters Texas Red total fluorescence, flagging assay interference | 280,000 tested, 0.29% active | TRb/SRC2 Texas Red total fluorescence interference | AID 1479 | Potency, µM (series often up to 106 µM), without a hit: at the highest dose fluorescence change, negative = quenching; active = well fitted curve in either direction with a large enough effect; inconclusive = small, poorly fitted or top-dose-only effect
#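 Human TRβ ligand-binding domain (0.6 uM) and Texas Red SRC2 peptide (20 nM) in Tris buffer with 1 uM T3 and 5% DMSO were incubated with pinned compound for 5 hr at ambient temperature. Total fluorescence was computed as S + 2P (555/632 nm).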
# RECQ1 inh – RECQ1 (human) helicase inhibition. P46063. RECQ1 DNA unwinding, red fluorescence kinetic read. Potency, µM (highest dose often 57.3 µM), inactives show top-dose activity, negative = inhibition, most hits filed as inhibitors. 240,000 tested, 0.54% active;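 also: plate controls were vehicle for no effect and no enzyme for full effect; nearly all actives have a fitted effect of over 30% in size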
# Target sequence (P46063 whole entry, looked up): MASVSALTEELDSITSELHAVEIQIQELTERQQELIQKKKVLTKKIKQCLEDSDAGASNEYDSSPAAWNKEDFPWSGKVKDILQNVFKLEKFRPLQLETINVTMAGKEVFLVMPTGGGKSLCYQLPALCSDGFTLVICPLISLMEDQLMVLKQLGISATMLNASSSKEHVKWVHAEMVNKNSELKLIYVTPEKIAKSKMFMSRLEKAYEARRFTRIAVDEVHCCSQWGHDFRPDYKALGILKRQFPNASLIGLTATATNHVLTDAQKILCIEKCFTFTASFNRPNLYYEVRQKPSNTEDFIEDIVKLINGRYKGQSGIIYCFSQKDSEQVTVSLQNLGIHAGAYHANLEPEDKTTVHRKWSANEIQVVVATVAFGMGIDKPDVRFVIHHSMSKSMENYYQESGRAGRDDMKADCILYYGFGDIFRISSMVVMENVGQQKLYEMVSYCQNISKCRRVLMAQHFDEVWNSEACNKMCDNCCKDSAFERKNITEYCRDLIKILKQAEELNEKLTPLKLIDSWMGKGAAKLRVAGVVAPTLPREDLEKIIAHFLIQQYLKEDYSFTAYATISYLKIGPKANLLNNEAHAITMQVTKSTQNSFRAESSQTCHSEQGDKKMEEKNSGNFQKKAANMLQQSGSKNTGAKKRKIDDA
#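 RECQ1T1 50 nM; forked duplex (20 bp + 30-nt ss tails) 200 nM, ATP 2 mM final; pH 8.0, 2 mM MgCl2, 2.5 ug/ml poly(dI-dC); 15 min compound preincubation; discontinuous kinetic read over 2 h at RT.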
# Tau ThT inhib – tau fibrillization inhibition (ThT binding). P10636. recombinant tau K18 P301L, heparin-induced fibrillization, ThT fluorescence. Potency, µM (top dose mostly 57.4 µM), for the others: at the top dose activity, negative = inhibition, actives largely listed as inhibitors. 270,000 tested, 2.1% active. AID 1460; also: nearly all actives have a fitted effect of over 55% in size
#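 Using a mix of unlabeled (15 uM) and Alexa 594-labeled (0.24 uM) tau K18 P301L, heparin-triggered fibrillization over 6 hr at 37 C was scored by ThT fluorescence.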
# JMJD2E inh – inhibitors of human JMJD2E histone demethylase; B2RXH2; JMJD2E catalytic domain, FDH-coupled NADH fluorescence (FDH is formaldehyde dehydrogenase); Potency, µM (series often up to 57.1 µM), inactives show top-dose activity change, negative = inhibition, hits mostly inhibitors; 230,000 tested, 1.6% active; active = well fitted inhibition curve with a large enough effect, not every such curve was filed as active; inconclusive = small, poorly fitted or top-dose-only effect, or another doubt; inactive = no such curve, though single readings can be large or run the other way;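 also: 0% = wells with enzyme and -100% = buffer wells without enzyme; nearly all actives have a fitted effect of over 50% in size; many of its hits are not listed in these tables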
# Tau fibril FP – blocks human tau fibril formation measured by polarization | K18 P301L tau heparin fibrillization, Alexa594 FP, 6 h | Potency, µM (series often up to 57.7 µM), for inactives: top-dose activity, negative = inhibition, actives largely listed as inhibitors | 280,000 tested, 0.39% active | AID 1468; also: nearly all actives have a fitted effect of over 55% in size
#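 Compound effects on tau fibrillization are measured by Alexa 594 fluorescence polarization (ex 555, em 632 nm). K18 P301L tau is used at 15 uM with 0.24 uM labeled tracer, and 20 uM heparin induces aggregation over 6 hr at 37 C.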
# * = called active by the depositor; i = inactive; ? = inconclusive; / = no result given; & = joins results of further samples; [ ] = another dose, or the depositor's remark. Unless noted, calls follow the shape of the dose curve; as a rule, active = well fitted curve in the direction sought with a large enough effect; inconclusive = small, poorly fitted or top-dose-only effect, or another doubt; inactive = no such curve, though single readings can be large; an effect the other way counts as inactive or inconclusive. Unless noted, % is scaled to controls: 0 for no effect and ±100 for the full control effect; potency is read from the fitted curve at half-maximal effect. This is a subset, so the mix of outcomes need not match the whole.
SMILES,RGS12 GoLoco inh,TRb SRC2 PPI,L3MBTL1 inh,TexasRed fluor,RECQ1 inh,Tau ThT inhib,JMJD2E inh,Tau fibril FP
O=C(CSc1ncn(-c2ccccc2)n1)NCc1ccccc1,5%,-11%,/,-1%,-1%,-10%,6%,3%
CCOC(=O)C(NC(=O)CC)C(O)c1cccc([N+](=O)[O-])c1 (stereo not given),1%,-23%,1%,-4%,2%,-3%,8%,1%
CCCNc1ccc(S(=O)(=O)N(CC)CC)cn1,3%,4%[53 µM],1%,-2%[53 µM],-11%,3%,-1%,-2%
CC(OC(=O)CCC(=O)c1cccs1)C(=O)Nc1ccccc1[N+](=O)[O-] (stereo not given),1%,5%,/,-3%,-10%,-5%,0%,5%
O=C(CN1CCCCC1)NC(=O)NCc1ccccc1,-2%,-9%,27%,-4%,i,4%,1%,-1%
N/C(=N\OC(=O)c1ccc(Cl)cc1Cl)c1ccccc1,-7%,-21%,2%,1%,-17%,?,0%,-18%
Cc1ccc(NC(=O)C(C)Sc2nc(=O)cc(N)n2-c2ccccc2)cc1 (stereo not given),7%,3%&10%,/,-1%&1%,-9%,-12%&-13%,-1%,-8%&-10%
Cc1ccc(/C=N/N2CCN(Cc3ccccc3)CC2)cc1,4%,-4%,-19%,-2%,-4%,-11%,-3%,-7%
O=C(C1=C[C@H](c2csc3ccccc23)C[C@H](OCc2ccc(CO)cc2)O1)N1CCN(Cc2ccc3c(c2)OCO3)CC1,-2%,-1%,-21%,0%,-14%,-10%,-14%,4%
CC(=O)c1c(C)[nH]c(C(=O)Nc2ccc(Cl)c(S(=O)(=O)N(C)C)c2)c1C,4%,1%,-1%,1%,-11%,-1%,-36%,-14%
O=C(Nc1nc2n(n1)C(c1ccccc1)C=C(c1ccccc1)N2)c1ccco1 (stereo not given),-2%,5%,-25%,-6%,-12%,?,?,-8%
O=C(CN1C(=O)C2CC=C(Cl)CC2C1=O)Nc1ccc(C(=O)O)cc1 (stereo not given),-13%,4%,?,-4%,-9%,4%,-11%,5%
CCOC(=O)c1nnn(-c2nonc2-n2cccc2)c1CN1CCC(C(=O)OCC)CC1,9%,10%,-6%,2%,-9%,-20%,-5%,6%
Cc1ccc(C#N)c(SCc2cc3c(cc2Cl)OCO3)n1,10%,-1%,5%,1%,-17%,-4%,-6%,?
CC(=O)C(=Cc1cc(C)n(-c2ccccc2)c1C)C(C)=O,-10%,-6%,-16%,2%,-7%,-16%,2%,-2%
COc1ccc(NS(=O)(=O)c2ccc3[nH]c4c(c3c2)CCCC4)cc1OC,/,-1%,/,0%,/,?,/,7%
CC(=O)c1ccc(N2CCN(C(=O)c3ccc(Br)cc3)CC2)c(F)c1,-3%,16%,-1%,0%,0%,-12%,4%,6%
OC(C#CCN1CCCC1)c1ccccc1 (stereo not given),6%,13%,-8%,1%,0%,-6%,-2%,-2%
COC(=O)c1sc2ccccc2c1NC(=O)c1ccc(S(=O)(=O)N2CC(C)CC(C)C2)cc1 (stereo not given),-3%,3%,10%,-3%,-2%,1%,i,-1%
O=c1c2c([nH]c3ccccc13)C(=C1CCCC1)CC2,5%,-6%,?,-4%,?,?,?,4%
O=C(Cc1ncc(C(F)(F)F)cc1Cl)Nc1cccc(Br)c1,2%,0%,2%,-5%,-1%,-12%,4%,-3%
CNc1nc(C)c(C(=O)OCc2ccccc2)s1,-2%,1%,/,-4%,i,-15%,-7%,-3%
CC(=O)OC(C(=O)NCCN1CCOCC1)c1c(F)cccc1F (stereo not given),-4%,8%,4%,-3%,-13%,1%,6%,-10%
O=C(CS(=O)(=O)Cc1ccccc1)N1CCN(c2cccc(C(F)(F)F)c2)CC1,18%,7%,/,2%,i,-8%,-3%,7%
O=C(CCn1c(=O)c2cccn2c2cccnc21)NCc1ccccc1F,/,9%,/,-1%,/,0%,/,-3%
CCc1ccc(NC(=O)C(=O)NCC(O)c2ccccc2)cc1 (stereo not given),-6%,-5%,-11%,-3%,i,-2%,1%,4%
Cc1cc(OCCCn2c(CCNC(=O)C3CCCCC3)nc3ccccc32)ccc1Cl,/,4%,/,-4%,/,?,/,-8%
Cc1ccc(OC(F)F)c(NC(=O)Nc2cccc(C(F)(F)F)c2)c1,2%,-6%,/,-6%,5%,?,-7%,?
Cc1cc(NC(=O)c2c(Br)c(C)nn2C)no1,4%,3%,5%,-5%,i,0%,-1%,4%
COc1ccc(C/C(N)=N/OC(=O)c2cccc([N+](=O)[O-])c2)cc1,4%,-2%,-1%,-3%,i,7%,-3%,-16%
O=c1[nH]c(Cc2ccccc2)nc2c1oc1ccccc12,-10%,0%,/,0%,2%,?,18%,-7%
Nc1ccccc1S(N)(=O)=O,2%[21.6 µM],3%[53 µM],-4%,-4%[53 µM],-4%[25.9 µM],/,-3%[25.5 µM],/
COC(=O)NNC(=O)COc1ccccc1C,0%,-2%,10%,-1%,-3%,-12%,6%,6%
Cc1ccc(C)c(S(=O)(=O)c2nnn3c2nc(NCc2ccc4c(c2)OCO4)c2sccc23)c1,/,-2%,/,0%,/,19%,/,-16%
O=C(CC12CC3CC(CC(C3)C1)C2)N1CCCOC1,-13%,-11%,2%,0%,i,4%,2%,-11%
Cc1ccc(C[C@@H](NS(=O)(=O)c2ccc(C(=O)O)cc2)C(=O)O)cc1,/,-3%,5%,0%,-5%,/,/,/
CCOc1ccc(C(=O)Nc2nc(-c3ccc(Br)cc3)ns2)cc1,/,0%,/,5%,/,?,/,-13%
N/C(Cc1ccccc1)=N\OC(=O)c1cccc2ccccc12,0%,1%,48%[activator],0%,i,-7%,?,-3%
COc1ccccc1Cn1c(=O)c2ccccc2n2c(Sc3ncnc4sccc34)nnc12,16%,2%,4%,0%,i,-11%,6%,-10%
O=C(O)CCCCCCCCCCP(=O)(c1ccccc1)c1ccccc1,4%,7%,7%,0%,-9%,-6%,1%,-3%
Cc1cc(Cl)c(S(=O)(=O)N(C)C)cc1OCC(N)=O,5%,-6%,-1%,3%,-3%,-11%,5%,0%
CS(=O)(=O)N1CCC(C(=O)Nc2ccc3c(c2)OCCO3)CC1,0%,-12%,/,-2%,-11%,-5%,12%,-5%
Cc1ccc(NC(=O)C(=O)NCCOc2ccccc2Cl)cc1,1%,3%,4%,0%,i,5%,1%,-9%
Cc1ccc(OCCOCCOc2ccc(Br)cc2/C=N\NC(=O)c2ccncc2)cc1,11%,-4%,-10%,-2%,-3%,-11%,?,-8%
COc1ccccc1OCCCn1c(C2CC(=O)N(c3ccc(F)cc3)C2)nc2ccccc21 (stereo not given),/,-6%,/,-1%,/,?,/,-2%

# Entries of single compounds from above. Screens in order: RGS12 GoLoco inh	TRb SRC2 PPI	L3MBTL1 inh	TexasRed fluor	RECQ1 inh	Tau ThT inhib	JMJD2E inh	Tau fibril FP
# O=C(CC12CC3CC(CC(C3)C1)C2)N1CCCOC1 as listed: -13%	-11%	2%	0%	i	4%	2%	-11%
# O=C(O)CCCCCCCCCCP(=O)(c1ccccc1)c1ccccc1 as listed: 4%	7%	7%	0%	-9%	-6%	1%	-3%

# Further entries follow.
SMILES,RGS12 GoLoco inh,TRb SRC2 PPI,L3MBTL1 inh,TexasRed fluor,RECQ1 inh,Tau ThT inhib,JMJD2E inh,Tau fibril FP
CN(n1cnc2ccccc2c1=O)S(C)(=O)=O,21%,-2%,1%,-5%,-4%,-4%,8%,10%
CCCc1nnc(NC(=O)Nc2ccccc2OC)s1,1%,7%,8%,-6%,-10%,1%,21%,-8%
CCc1c(O)nc(SCC(=O)N2CCCCC2)n(-c2ccccc2C)c1=O,-12%,11%,3%,2%,0%,-9%,12%,0%
COc1ccccc1CC(=O)N1CCN(c2ccc([N+](=O)[O-])cc2)CC1,14%,-6%[53 µM],3%,-2%[53 µM],11%,?,1%,-1%
NCCNC(=O)c1ccc(Cl)cc1,8%&-3%,4%&-1%,/,0%&-1%,0%&-8%,-10%&-4%,-8%&-6%,1%&6%
CC(C)Cc1c(O)nc(SCC(=O)Nc2ccc3c(c2)CCC3)[nH]c1=O,9%,-2%,-3%,1%,i,-11%,-4%,7%
COc1ccccc1NC(=S)N(CCCN1CCOCC1)Cc1cn(C)c2ccccc12,1%,-5%,-15%,-1%,-2%,-8%,-1%,-3%
O=C(CSCC(=O)N1CCCCC1)OCC(=O)c1c[nH]c2ccccc12,9%,4%,/,0%,-2%,?,4%,-9%
O=C(Nc1ccc(NS(=O)(=O)c2ccccc2)cc1)c1cccnc1,5%,0%,8%,-1%,-14%,-7%,6%,-4%
O=c1cc(CSc2nnc(Nc3ccccc3F)s2)nc2sccn12,12%,-11%,-21%,-1%,-4%,-3%,0%,-1%
O=[N+]([O-])c1ccc(N2CCCCC2)s1,-9%,0%,/,0%,5%,?,-7%,-10%
COC1=C(C(=O)c2ccccc2)C(=O)C2(CC=C(C)C)C[C@H](C(=O)OCC(F)(F)F)C(C)(C)[C@@]1(CC=C(C)C)C2=O (tested in a mixture with another compound),-1%,-4%,/,-2%,i,0%,-12%,11%
COc1ccc(CC(=O)Nc2nnc(SCC(=O)NCc3ccco3)s2)cc1OC,6%,-8%,-9%,0%,-13%,-8%,8%,9%
COc1cccc(-c2nc(CS(=O)(=O)CC(=O)N3CCN(C)CC3)c(C)o2)c1,1%,0%,48%[activator],-4%,1%,-3%,-2%,-1%
O=C(NCc1ccc(C(F)(F)F)cc1)C1CC(c2ccccc2C(F)(F)F)=NO1 (stereo not given),7%,-10%,/,2%,-10%,2%,2%,1%
CC(C)C(=O)c1c(C(C)C)nn2ccccc12,4%&-1%,3%&-7%,/,1%&-2%,-10%&-4%,-4%&-11%,0%&0%,9%&-3%
CC(=O)Nc1ccc(N(C(=O)CNC(=O)c2ccco2)C(C(=O)NCC2CCCO2)c2ccccc2)cc1 (stereo not given),6%,-3%,-4%,0%,i,2%,5%,3%
CCN(C(=O)CSc1nc2ccccc2n1Cc1ccc(F)cc1Cl)c1ccccc1,/,-1%,/,0%,/,-2%,/,0%

# Source: PubChem BioAssay
